IL-1B inflam inh = blocks inflammasome-driven IL-1 beta release | activity change, % at 57.5 µM | THP-1 LPS/ATP IL-1B secretion, AlphaLISA, 16 h; active compounds read low | 4.7% of 360,000 active; in the data active = activity change below about -50%; inconclusive = mostly about -30% to -49%; also: % is scaled to controls: 0 for no effect and ±100 for the full control effect
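Secreted IL-1B measured by AlphaLISA bead assay after 16 h compound exposure of THP-1 cells; compounds (final up to 57.5 uM) added 1 h before LPS (250 ng/mL) and ATP (1.25 mM) stimulation; lower signal means less secretion.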
Nrf2 block = Nrf2 pathway inhibition. A549 ARE-Fluc reporter, luciferase luminescence, 18-24 h. Potency, µM (highest dose often 46 µM), for the others: top-dose activity change, negative = inhibition, actives largely listed as inhibitors. 2.1% of 360,000 active; also: potency is read from the fitted curve at half-maximal effect; % is scaled to controls: 0 for no effect and ±100 for the full control effect; nearly all actives have a fitted effect of over 60% in size
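Nrf2 activity is the BugLite luminescence, read 15 min after reagent at room temperature, following CellTiter-Fluor cytotoxicity readout (30 min, 37C). Compound titrations were applied for 18-24 h to 5000 A549 ARE_Fluc cells/well in 5% FBS OPTI-MEM.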
Nrf2 activator = Nrf2 pathway activation. AREc32 ARE-luciferase reporter (MCF7-derived line), luminescence, 24 h. Potency, µM (series often up to 46.1 µM), without a hit: top-dose activation, usual class: activators. 0.31% of 410,000 active; also: potency is read from the fitted curve at half-maximal effect; % of control where 0% means no effect; nearly all actives have a fitted effect of over 65% in size
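Each well held 1000 AREc32 cells, which were incubated with compound for 24 hr at 37 deg C after overnight attachment, and ARE reporter activity was quantified by firefly luciferase luminescence.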
ATXN2 expr inh = inhibitors of ATXN2 expression. HEK-293 ATXN2-luciferase reporter, luminescence, 24 h. Potency, µM (titrated, usually from 57 µM), without a hit: top-dose activity change, negative = inhibition, hits mostly inhibitors. 0.72% of 360,000 active; also: potency is read from the fitted curve at half-maximal effect; % is scaled to controls: 0 for no effect and ±100 for the full control effect; nearly all actives have a fitted effect of over 55% in size
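ATXN2-luciferase reporter cells (luciferase flanked by upstream and downstream ATXN2 gene portions) were treated 24 h at 37 °C with compounds at up to 57 uM. SteadyGlo luminescence gave expression; GF-AFC fluorescence gave viability.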
TGFb SMAD3 inh = blocks TGF-b signaling | AID 588855 | HepG2 CAGA-GFP TGF-b/SMAD3 reporter, GFP fluorescence, 18 h; TGF-beta stimulated, 500 pg/mL final | Potency, µM (doses to about 46.1 µM), for the others: at the highest dose activity, negative = inhibition, usual class: inhibitors | 1.2% of 410,000 active; also: potency is read from the fitted curve at half-maximal effect; % is scaled to controls: 0 for no effect and ±100 for the full control effect; nearly all actives have a fitted effect of over 65% in size
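Using HEPG2 CAGA-GFP reporter cells at 1000 cells/well, we pinned test compounds, stimulated with recombinant TGF-beta (500 pg/mL final) and measured total well GFP after 18 h.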
MCF10A rereplic = induces DNA re-replication in MCF 10a normal breast cells | MCF 10A DNA re-replication, Hoechst nuclear intensity, 48 h | Potency, µM (series often up to 46.1 µM), inactives show at the highest dose activity, positive = re-replication, actives largely listed as activators | 2.9% of 350,000 active; also: potency is read from the fitted curve at half-maximal effect; % of control where 0% means no effect; nearly all actives have a fitted effect of over 50% in size
ATXN viability = viability counter-screen for ATXN expression inhibitors. S2 cells (HEK-293 line with an ATXN2-luciferase reporter) viability, CellTiter-Fluor protease fluorescence, 24 h. 0.49% of 400,000 active. Potency, µM (doses to about 56.7 µM), usual class: cytotoxic. AID 651635; also: potency is read from the fitted curve at half-maximal effect; nearly all actives have a fitted effect of over 40% in size
HepG2 tox = kills HepG2 cells in TGF-b inhibitor counter-screen | HepG2 CAGA-GFP viability, ATP luminescence, 18 h | Potency, µM (titrated, usually from 46.1 µM), inactives show at the top dose activity change, negative = cytotoxicity, actives largely listed as cytotoxic | 0.76% of 410,000 active | AID 588856; also: potency is read from the fitted curve at half-maximal effect; some results filed as inactive show a strong effect at the top dose
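HepG2 CAGA-GFP cells (1000/well, DMEM with 1% FBS) received compound, then TGF-beta at 500 pg/mL final, and were incubated 18 hours at 37 degrees C. Viability was read by CellTiter-Glo luminescence. Media-only wells were set as complete cell-killing and DMSO as no toxicity.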
A549 tox = A549 cytotoxicity, counter-screen for Nrf2 inhibitors; A549 ARE-Fluc cells, CellTiter-Fluor viability, 18-24 h; Potency, µM (top dose mostly 46 µM), for the others: at the top dose activity change, negative = cytotoxicity, most hits filed as inhibitors; 0.16% of 390,000 active; AID 504648; also: potency is read from the fitted curve at half-maximal effect; % is scaled to controls: 0 for no effect and ±100 for the full control effect
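A549 ARE_Fluc cells in 5% FBS OPTI-MEM were exposed to compounds in concentration-response for 18-24 h at 37 deg C. Viability was read by CellTiter-Fluor fluorescence (Ex 405/Em 525) after 30 min, before the luciferase read.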
Numbers without * were called inactive; i = inactive; ? = inconclusive; / = no result given; & = joins results of further samples; [ ] = another dose, or the depositor's remark. Unless noted, calls follow the shape of the dose curve; as a rule, active = well fitted curve in the direction sought with a large enough effect; inconclusive = small, poorly fitted or top-dose-only effect, or another doubt; inactive = no such curve, though single readings can be large; an effect the other way counts as inactive or inconclusive.

SMILES | IL-1B inflam inh | Nrf2 block | Nrf2 activator | ATXN2 expr inh | TGFb SMAD3 inh | MCF10A rereplic | ATXN viability | HepG2 tox | A549 tox
CC(=O)OCC(=O)[C@@]12OC(C)(C)O[C@@H]1C[C@H]1[C@@H]3C[C@H](F)C4=CC(=O)C=C[C@]4(C)[C@@]3(F)[C@@H](O)C[C@@]12C | ? | / | -0.9% | -9.2%&-4.9% | 0.3% | -7.8% | ? | 1.8% | -5.6%
CCCNC(=O)C1(C)CCN(Cc2ccc(Cl)c(Cl)c2)C1 (stereo unspecified) | 17.3 | / | 5.0% | ? | 0.8% | / | i | -25.5% | /
Cc1ccc(C(=O)N/C(=C\c2ccccc2)C(=O)NCc2ccncc2)cc1 | -7.2 | 5.6% | 0.3% | -2.6% | -10.2% | 9.9% | i | -5.6% | 3.8%
CC(C)c1ccc(NC(=O)c2csnn2)cc1 | -8.0 | 21.7% | 6.4% | 20.5% | 11.0% | 19.3% | i | -20.7% | -3.2%
CCCCN1C(=O)CN(CCc2ccccc2)C(=O)C1c1ccc(OC)cc1 (stereo unspecified) | -4.9 | / | 0.0% | 2.4% | -0.2% | -18.2% | i | -13.1% | 3.6%
COc1ccc(OC)c(NC(=O)NNC(=O)CCCOc2ccc(Cl)cc2C)c1 | -55.3* | -9.8% | -0.1% | -21.5% | ? | 0.1% | i | -21.2% | -11.9%
COc1ccc(/C=C/c2nc3ccccc3n2Cc2ccccc2OC)cc1 | -201.0* | ? | 6.4% | -20.5% | -24.4% | 16.4µM* | i | -32.5% | -15.9%
COC(=O)c1cc(NC(=O)c2cc(-c3ccccc3Cl)oc2C(F)(F)F)ccc1N1CCOCC1 | ? | ? | 0.2% | / | -5.5% | ? | ? | 28.1% | -1.5%
CCCSc1cc(N2CCCC2)nc(-c2ccccc2)n1 | 35.9 | -10.3% | -0.1% | -11.2% | 7.6% | 18.4% | i | -26.4% | 4.1%
OC(COc1ccc2c(c1)CCC2)CN1CCN(c2cccc(Cl)c2)CC1 (stereo unspecified) | -64.8* | ? | 4.1% | -21.1% | ? | 14.1% | i | -100.5% | ?

Reformatted field by field: part of the list above
> CCCNC(=O)C1(C)CCN(Cc2ccc(Cl)c(Cl)c2)C1 (stereo unspecified)
  IL-1B inflam inh: 17.3 | Nrf2 block: / | Nrf2 activator: 5.0% | ATXN2 expr inh: ? | TGFb SMAD3 inh: 0.8% | MCF10A rereplic: / | ATXN viability: i | HepG2 tox: -25.5% | A549 tox: /

> CCCCN1C(=O)CN(CCc2ccccc2)C(=O)C1c1ccc(OC)cc1 (stereo unspecified)
  IL-1B inflam inh: -4.9 | Nrf2 block: / | Nrf2 activator: 0.0% | ATXN2 expr inh: 2.4% | TGFb SMAD3 inh: -0.2% | MCF10A rereplic: -18.2% | ATXN viability: i | HepG2 tox: -13.1% | A549 tox: 3.6%

(further entries)
SMILES | IL-1B inflam inh | Nrf2 block | Nrf2 activator | ATXN2 expr inh | TGFb SMAD3 inh | MCF10A rereplic | ATXN viability | HepG2 tox | A549 tox
CCN(CC)c1ccc(/C=C2\C(=N)N3N=C(CC(=O)N4CCOCC4)SC3=NC2=O)cc1 | 19.3 | -16.1% | 0.0% | / | 72.5%[activator] | -2.0% | ? | -3.4% | -19.8%
Cc1csc(NC(=O)CSc2ccc(-c3ccccc3)nn2)n1 | 62.9 | -13.7% | 2.5% | -13.6% | -2.6% | 7.9% | i | -3.4% | 7.6%
CCCCn1c(N)c(N(CCOC)C(=O)C2CCN(S(=O)(=O)c3ccc(C)cc3C)CC2)c(=O)[nH]c1=O | 0.2 | 7.4% | 0.1% | 5.3% | -13.2% | 1.5% | i | -2.6% | 4.7%
CCCCNC(=O)CCC1N=C2c3ccccc3N=C(SCC(=O)NCCc3ccc(OC)c(OC)c3)N2C1=O (stereo unspecified) | / | / | 0.4% | -1.7% | -0.6% | / | ? | -6.2% | 2.7%
Cc1ccc(NS(=O)(=O)c2ccc(N3CCN(c4ccc(O)cc4)CC3)c([N+](=O)[O-])c2)c(C)c1 | ? | ? | 6.2% | ? | 14.1µM* | ? | i | -4.4% | -6.1%
COc1ccc(N(CC(=O)Nc2cccc(C(F)(F)F)c2)S(=O)(=O)c2c(C)[nH]c(=O)[nH]c2=O)cc1 | 23.6 | 0.9% | -0.6% | 10.1% | -2.0% | -3.0% | i | -3.9% | -0.7%
CCOC(=O)C(CC)Sc1ncnc2c1nnn2-c1ccc(F)cc1 (stereo unspecified) | -4.6 | -18.2% | 2.4% | -4.2% | -0.5% | 15.5% | i | -0.7% | -14.3%
O=C(O)c1ccc(-n2nnnc2SCc2ccccc2F)cc1 | 16.5 | -9.2% | -0.3% | 2.9% | 0.5% | ? | i | -2.5% | -1.6%
CCCCc1c(-c2ccccc2OC)ncn1CCc1cccc(OC)c1 | -69.1* | / | -0.5% | ? | / | / | 31.6µM* | / | /
COc1cc(C(c2sc3nc(C)nn3c2O)N2CC(C)OC(C)C2)cc(OC)c1OC (stereo unspecified) | -7.5 | -7.4% | -0.4% | -11.9% | -21.1% | -5.7% | ? | -37.7% | -0.9%
COc1ccc(C2CC(c3ccccc3OC(=O)/C=C/c3ccccc3)=NN2C(C)=O)cc1 (stereo unspecified) | 9.2 | 13.1% | 0.3% | / | -8.1% | 3.0% | i | -14.7% | 0.8%
Fc1cnc(Cl)nc1N1CCN(c2ccccc2)CC1 | 30.3 | -18.7% | 0.9% | -11.3% | -0.4% | 7.7% | i | -9.2% | 3.3%
Nc1nonc1-c1nc2ccccc2n1Cc1ccc(F)cc1 | -27.7 | ? | -0.1% | ? | 0.0% | ? | ? | -22.7% | -3.0%
COc1ccc(CNC(=O)C2CCCN(S(=O)(=O)c3ccc4c(ccn4C)c3)C2)c(OC)c1 (stereo unspecified) | / | / | 6.4% | -13.6% | ? | / | i | -20.7% | -0.8%
C=CCN1C(=NC(=O)CC)SC2CS(=O)(=O)CC21 (stereo unspecified) | 0.0 | 10.9% | -0.4% | 6.5% | 20.0% | -5.4% | i | 7.7% | 10.4%
COc1ccc(C(=O)NNC(=O)c2cc3cc([N+](=O)[O-])ccc3oc2=O)cc1OC | 5.5 | -7.7% | -0.2% | -2.0% | 8.1% | 1.9% | i | 5.6% | -14.7%
O=C(Nc1ccc2nc(-c3ccccn3)[nH]c2c1)C1CCCCC1 | -13.9 | ? | 3.1% | 31.4% | -3.3% | -1.9% | i | -21.3% | -0.2%
Cc1ccc(Oc2ccc(NC(=O)Cn3ccsc3=N)cc2)cc1 | -100.1* | -12.2% | 4.5% | ? | ? | ? | ? | -84.4% | ?
Cc1c(C)c2ccc(OCC(=O)N3CCC(C(=O)O)CC3)c(C)c2oc1=O | 9.6 | -15.9% | -0.6% | -16.8% | 17.5% | ? | i | -16.9% | -1.6%
COc1ccc(NC(=O)c2nnn(Cc3nc(-c4cc(Br)ccc4OC)oc3C)c2C)cc1 | / | -3.8% | -0.1% | -1.5% | ? | / | i | 3.4% | 0.9%
Cc1ccccc1NC(=O)C1CCCN(c2nnc(N3CCCC3=O)s2)C1 (stereo unspecified) | 6.2 | -10.2% | -0.4% | -9.4% | 12.3% | 0.7% | i | 4.1% | 5.3%
CCOc1ccc(NC(=O)CSc2oc(-c3ccco3)nc2S(=O)(=O)c2ccc(Cl)cc2)cc1 | / | 1.3%[9.27 µM] | 3.0% | -8.0% | 1.7% | / | i | 6.1% | 1.2%
NC(=O)CC(NC(=O)Cc1ccc(Br)cc1)c1ccc(NCCN2CCCC2)c([N+](=O)[O-])c1 (stereo unspecified) | 4.0 | 5.2% | -0.2% | 5.9% | 14.9% | 5.2% | i | 10.1% | -1.4%
Cc1cccc(NC(=S)N(Cc2ccco2)C(C)c2cccs2)c1 (stereo unspecified) | -23.2 | -5.7% | 2.5% | -17.9% | ? | 19.4% | i | -4.3% | 10.4%
Cc1ccc(C(=O)OCC(=O)NCc2ccc(Cl)cc2Cl)o1 | 7.0 | 3.8% | -0.5% | 0.8% | -12.9% | ? | ? | 1.3% | 1.3%
O=C(CSc1nnc(CNC(=O)c2c(F)cccc2Cl)o1)Nc1ccc2c(c1)OCO2 | -10.8 | 19.4% | 0.2% | -3.1% | 3.5% | -8.6% | i | 10.1% | 8.1%
O=C1C=C(c2ccccc2)OC(c2ccccc2)O1 (stereo unspecified) | -2.2 | 0.7% | 2.5% | 16.2% | -5.3% | 1.8% | i | 22.5% | 1.2%
CCc1nn(-c2ccccc2)c(N)c1-c1ccc(OC)c(OC)c1 | 19.3 | -16.1% | 0.8% | 7.8% | 2.2% | 0.8% | i | -5.3% | 6.9%
COc1cc2c(C(=O)N3CCN(C)CC3)c(C)n(-c3ccccc3)c2cc1Br | -16.0 | 1.1% | 0.0% | / | -11.1% | -1.2% | / | -3.2% | -2.9%
CC(=O)c1c(C(C)=O)c(C)n(-c2nc(-c3cccs3)c(C)s2)c1C | 31.6 | -3.4% | 24.4% | 3.1% | 3.2% | 3.9% | i | -1.4% | -0.4%
O=C(Nc1ccc(Cl)cc1C(F)(F)F)c1ccccc1 | 9.4 | 11.1% | 4.1% | -1.8% | ? | -0.7% | i | -11.1% | 8.3%
CC(C)Cc1ccc(C(C)C(=N)N)cc1 (stereo unspecified) | -16.4 | ? | -0.5% | ? | 0.0% | 10.3% | i | -79.7% | 1.0%
Cc1nc(C)c(C(=O)C2=C(O)C(=O)N(CCN3CCOCC3)C2c2cccs2)s1 (stereo unspecified) | -3.5 | -10.1% | 0.2% | 6.2% | -8.5% | -0.8% | i | 4.6% | -17.1%
COc1ccc(S(=O)(=O)N2CCOCC2)cc1NC(=O)COC(=O)C1COc2ccccc2O1 (stereo unspecified) | i | 11.9% | -0.4% | -12.0% | -5.3% | -3.5% | i | 5.9% | 10.1%
C[C@@H]1CN([C@H](C)CO)C(=O)c2cc(-c3ccccc3)cnc2O[C@@H]1CN(C)C(=O)C1CCOCC1 | 8.1 | / | 0.2% | 5.4% | -2.2% | / | i | -1.4% | /
